mcGAS RapidFire: inhibitors of Mus musculus cyclic GMP-AMP synthase, initial high-throughput assay, cell-free, RapidFire MS; Q8C6L5; recombinant mouse cGAS, cGAMP by RapidFire MS; inhibition, % at 12.5 µM; hit rate 0.18% among 130,000; AID 1259397, 2018;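 active = inhibition of cGAS enzyme activity at or above 60%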;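 note: enzyme stimulated by 45 bp dsDNA with ATP and GTP substrates; cGAMP share of summed cGAMP plus half ATP and half GTP signals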
Target sequence (Q8C6L5 whole entry, looked up): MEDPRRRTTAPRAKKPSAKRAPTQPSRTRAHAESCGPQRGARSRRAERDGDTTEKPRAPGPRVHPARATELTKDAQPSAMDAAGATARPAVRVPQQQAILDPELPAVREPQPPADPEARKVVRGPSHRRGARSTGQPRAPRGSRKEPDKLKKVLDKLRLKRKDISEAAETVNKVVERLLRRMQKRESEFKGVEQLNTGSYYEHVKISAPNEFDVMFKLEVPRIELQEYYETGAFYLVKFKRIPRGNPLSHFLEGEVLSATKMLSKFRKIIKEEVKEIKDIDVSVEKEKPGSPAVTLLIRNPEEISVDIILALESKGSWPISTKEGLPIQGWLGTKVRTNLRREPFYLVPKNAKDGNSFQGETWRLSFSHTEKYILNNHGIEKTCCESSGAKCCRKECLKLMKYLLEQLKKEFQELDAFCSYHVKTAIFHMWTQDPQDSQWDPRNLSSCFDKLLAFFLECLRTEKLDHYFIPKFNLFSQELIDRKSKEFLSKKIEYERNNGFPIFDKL
* = called active by the depositor; & = joins results of further samples.

SMILES | mcGAS RapidFire
Cc1ncc(CN2CCCC2C(=O)Nc2ccc(-c3nc4ccccc4o3)cc2)[nH]1 (stereo unspecified) | 0
O=C(NCc1ccc(CN2CCCC2)cc1)NC(c1cccs1)C1CC1 (stereo unspecified) | -13
CCN1CCCC1CNC(=O)CCC1CCN(Cc2[nH]c3ccc(OC)cc3c2C)CC1 (stereo unspecified) | -5
CCCCn1nnnc1NCc1ccc(N(CC)CC)cc1 | 0
CCc1c(C)nc(-c2cccc(C(F)(F)F)c2)nc1N1CCNCC1 | -4
CSc1nc(SCC(N)=O)c2sc3c(c2n1)CCCC3 | -5
Cc1ccc(Nc2nc(N3CCN(c4ccc(F)cc4)CC3)nc3[nH]ncc23)cc1 | -6
Cc1c(C(=O)NNC(=O)N2CCCC2c2ccncc2)oc2ccccc12 (stereo unspecified) | -11
O=C(c1ccco1)N1CCN(C(=O)c2cc3c(nc2Cl)CCC3)CC1 | 9
CN1CCCN(S(=O)(=O)c2cncc(F)c2)c2ccc(F)cc21 | -3
O=C(c1cc(F)ccc1F)N1CCN(c2ccccc2[N+](=O)[O-])CC1 | -3
Cc1ccc(-n2c(C)nn(CN3CCCC3c3ccccc3)c2=S)cc1 (stereo unspecified) | 5
CCOC(=O)N1CCC(N2CCCC(Nc3ccc(F)c(F)c3)C2)CC1 (stereo unspecified) | -8
O=C(NCc1cccnc1)c1n[nH]c2c1CNCC2 | 41
Cc1cc(=O)n(C(C)C(=O)N2CCOCC2)c2c1c(C)nn2-c1ccccc1 (stereo unspecified) | -9
Cc1noc(C)c1CN(C)Cc1cn[nH]c1C(=O)O | -9
CN(Cc1cccnc1)c1nncc(-c2cccc3ccccc23)n1 | 6
O=C(O)Cn1nnc2ccccc2c1=O | -11
CN(C)c1ccc(C2C(S(=O)(=O)NCc3cccc(C(F)(F)F)c3)CON2C)cc1 (stereo unspecified) | -5
C[C@H](NC(=O)c1ccco1)C(=O)NC1CCCCCC1 | 0
CC(C)(C)C1CCC(=NNC(=O)c2cc3c(s2)CCCC3)CC1 (stereo unspecified) | 5
CCOc1ccccc1-c1cnc(NC)cn1 | -6
COC(=O)[C@@H]1C[C@@H](NC(=O)c2ccc(-c3ccn[nH]3)cc2)CN1C | -7
CC(=O)Nc1nc2c(s1)CC(C)CC2 (stereo unspecified) | -4
COCC(c1ccccn1)N(C)C(=O)c1cccc2cc(C)oc12 (stereo unspecified) | -15
OC1C(O)C(O)C(O)C(O)C1O (stereo unspecified) | 0
O=C(Nc1c(C(=O)N2CCOCC2)oc2ccccc12)C1CCCCC1 | -6
CC1(C)CC(=O)CC(c2ccccc2)(C(F)(F)F)O1 (stereo unspecified) | -18
CC1(C(=O)N2CCN(Cc3ccc(F)cc3)C(=O)C2)CCCO1 (stereo unspecified) | -41
CC(=O)c1cc(CN(Cc2ccccc2)Cc2nccs2)cs1 | -8
Cc1ccc(OCc2occc2C(=O)N2[C@@H]3CC[C@H]2CNC(=O)C3)cc1 | -9
COc1ccc(N2C(=O)CSC2c2cccc(C(F)(F)F)c2)cc1Cl (stereo unspecified) | -11
c1ccc(Cn2cc(CNC3CCCc4ccccc43)cn2)cc1 (stereo unspecified) | 5
Oc1ccc(-c2csc(Nc3ccc(F)cc3)n2)cc1O | 1
Nc1sc(=O)n(Nc2ccc(S(N)(=O)=O)cc2)c1N1CCOCC1 | -12
COCc1nc(C(=O)NC2(c3ccc(F)cc3)CCC2)cs1 | -9
O=C(COc1ccccc1Cl)NNS(=O)(=O)c1ccc(F)c(F)c1 | -2
CCOC(=O)c1c(NC(=O)/C=C/c2ccc(Cl)cc2Cl)sc(C(=O)Nc2ccccc2)c1C | 4
CONC(=O)COC(c1ccccc1)c1ccccc1 | -4
Cc1nnc(NC(=O)CN2C(=O)NC3(CC(C)CC(C)(C)C3)C2=O)s1 (stereo unspecified) | 11
Cc1ccccc1-n1c(SCCc2ccncc2)nnc1-c1ccncc1 | -4
COc1ccc(S(=O)(=O)NC(=O)C2(C)CCN2C(=O)CC2CC2)cc1 (stereo unspecified) | -4
CCCCCC(=O)NN=Cc1ccc(O)c(OC)c1 | -7
N#CC1C(=N)Oc2n[nH]c(-c3ccc(F)cc3)c2C1c1ccc(F)cc1 (stereo unspecified) | -4
COC(=O)c1cnc(/C=C/c2cc(C)c(O)c(C)c2)s1 | 11
O=C(c1ccncc1)N1CCN(C(c2ccccc2)c2ccccc2)CC1 | -1
COc1ccc(F)c(CN2CCCC3(CCN(C(=O)c4cn5ccccc5n4)C3)C2)c1 (stereo unspecified) | -8
CC(c1ccccc1Cl)n1ccnc1-c1ccc(S(C)(=O)=O)cc1 (stereo unspecified) | -5
Cn1cc(C(=O)NCc2ccc(Br)cc2Cl)cn1 | -11
CC(=NNc1ccc(C(F)(F)F)cn1)c1ccc2c(c1)Nc1ccccc1S2 | -15
CCCCN(CC(N)=O)C(=O)/C=C/c1ccc(C2CC2C)o1 (stereo unspecified) | -12
COc1cccc(CC2(CO)CCN(C(=O)c3scc4c3CCCC4)CC2)c1 | -7&-5
COc1ccc(/C=N\NC(=O)c2[nH]c3ccc(C)cc3c2-c2ccccc2)c(C(=O)O)c1OC | 2
C=C(C)CSC1=C(C#N)C2(CCCCC2)C(C#N)C(=O)N1 (stereo unspecified) | 0
CC(C)(O)C#Cc1ccc(CN2CCN(Cc3ccsc3)C(CCO)C2)cc1 (stereo unspecified) | -3
CCCCn1c(S(=O)(=O)C(C)C(N)=O)nc(C)c1C (stereo unspecified) | 1
CCNc1ccnc(-c2cnc3ccccc3c2)n1 | -5
C=CCN(CC(F)(F)F)C(=O)c1csc(-c2ncccn2)n1 | -38
COc1ccc(C(N)=O)c(OCc2ccc(C#N)cc2)c1 | -7
CN(Cc1ccon1)C(=O)CC1C(=O)NCCN1CCCc1ccccc1 (stereo unspecified) | -6
(more compounds)
SMILES | mcGAS RapidFire
COc1ccc(-c2cnnc(NCCSc3nnc(C)s3)n2)cc1 | 4
COc1ccc(C2(CI)C(=O)c3ccccc3C2=O)cc1 | -8
CCc1nc2sc3c(c2c(=O)n1N=CN(C)C)CCCC3 | -12
CC(=O)NCCC1CCCCN1C(=O)C(=O)Nc1ccccc1Cl (stereo unspecified) | -14
O=C(C1=NOC2C(=O)N(c3cc(Cl)ccc3Cl)C(=O)C12)c1cccs1 (stereo unspecified) | -7
CN(C)CC1(O)CCN(C(=O)c2cc(-c3cccs3)n(C)n2)C1 (stereo unspecified) | -9
C=CCNC(=O)C/C(C)=N/NC(=O)c1cccc(C)c1 | -4
CCOC(=O)c1sc2ncnc(N3CCCC3)c2c1C | 0
Cc1nc2ccccn2c1CN(C)C(=O)c1cc(COc2ccc(F)cc2F)on1 | -5
COC(=O)C1=C(C)NC(C)=C(C(=O)OC)C1/C=C(\Cl)c1ccc(C)cc1 | 0
Cc1cc2c(cc1N)n(C)c(=O)n2C | 6
COc1ccccc1-c1cc(=O)n(-c2nc3ccccc3s2)[nH]1 | 15
O=C(CN1CCCC(Nc2ccc(F)cc2)C1)N1CCCCCC1 (stereo unspecified) | 25
O=C1COc2ccc(S(=O)(=O)N3CCCC3)cc2N1 | -25
O=C(NCC12CC3CC(CC(C3)C1)C2)c1ccc2c(c1)OCCO2 | -15
O=S(=O)(c1ccc(Cl)s1)N1CCCc2cccc(O)c21 | 3
FC(F)c1cc(C(F)F)[nH]n1 | -21
Nc1ccc(NS(=O)(=O)c2ccc3c(c2)OCCO3)cc1 | -5
COc1cc(C#N)ccc1Oc1ncccc1C(=O)O | 10
CCN1CCN(Cc2cc(C(=O)N(C)CCc3ccccc3)no2)CC1 | -6

Structures above containing a thiophene ring, fused or not, in the order listed:
SMILES | mcGAS RapidFire
O=C(NCc1ccc(CN2CCCC2)cc1)NC(c1cccs1)C1CC1 (stereo unspecified) | -13
CSc1nc(SCC(N)=O)c2sc3c(c2n1)CCCC3 | -5
CC(C)(C)C1CCC(=NNC(=O)c2cc3c(s2)CCCC3)CC1 (stereo unspecified) | 5
CC(=O)c1cc(CN(Cc2ccccc2)Cc2nccs2)cs1 | -8
CCOC(=O)c1c(NC(=O)/C=C/c2ccc(Cl)cc2Cl)sc(C(=O)Nc2ccccc2)c1C | 4
COc1cccc(CC2(CO)CCN(C(=O)c3scc4c3CCCC4)CC2)c1 | -7&-5
CC(C)(O)C#Cc1ccc(CN2CCN(Cc3ccsc3)C(CCO)C2)cc1 (stereo unspecified) | -3
CCc1nc2sc3c(c2c(=O)n1N=CN(C)C)CCCC3 | -12
O=C(C1=NOC2C(=O)N(c3cc(Cl)ccc3Cl)C(=O)C12)c1cccs1 (stereo unspecified) | -7
CN(C)CC1(O)CCN(C(=O)c2cc(-c3cccs3)n(C)n2)C1 (stereo unspecified) | -9
CCOC(=O)c1sc2ncnc(N3CCCC3)c2c1C | 0
O=S(=O)(c1ccc(Cl)s1)N1CCCc2cccc(O)c21 | 3

Next section.
SMILES | mcGAS RapidFire
COC(=O)c1c(C)[nH]c(C(=O)NCCc2ccco2)c1C | -1
O=C(CCC1CCCN(C(=O)c2cc(C3CC3)[nH]n2)C1)N1CCN(Cc2ccccc2)CC1 (stereo unspecified) | -16
O=C(Nc1ccc(F)cc1)Nc1ccc(OC(F)F)cc1 | -14
CC(=O)N1CCC2(CC1)OC(=O)C(C)=C2C(=O)N1CCN(C(=O)c2ccco2)CC1 | -5
CCc1cc(CN2C[C@@H](C(=O)O)C[C@@H](C(=O)Nc3ccc(F)cc3)C2)[nH]n1 | 2
CC1CCN(C(=O)CCNC(=O)OC(C)(C)C)C(C)C1 (stereo unspecified) | -12
CC(c1cccc(-c2cncc(C(=O)N3CCOCC3)n2)c1)N1CCCC1 (stereo unspecified) | -33
COc1cccc(C2CC(=O)Nc3c2c(C)nn3-c2ccc3nnc(C)n3n2)c1 (stereo unspecified) | 0
CCCC12CN3CC(C)(CN(C1)C31C(=O)Nc3ccc(Br)cc31)C2=O (stereo unspecified) | -9
Cc1cc(C(=O)NCC2CCN(C(=O)C(F)(F)F)CC2)sc1C | -6
O=C(c1ccc(=O)[nH]n1)N1CCCC2(CCNCC2)CC1 | -13
O=c1[nH]c(CN2CCN(S(=O)(=O)c3ccccc3F)CC2)nc2ccccc12 | 0
CC1=NN(C(N)=O)C2(O)CC3C(C12)C3(C)C (stereo unspecified) | -41
O=C(CSc1nnc(C2CC2)n1C1CC1)c1cc(F)ccc1F | -5
COc1ccnc(CN2CCOC(c3ccc(Cl)cc3)C2)c1OC (stereo unspecified) | -13
Cc1cnc(C(=O)NCCN2C(=O)SC(=Cc3cccs3)C2=O)cn1 | -3
Cc1nnsc1CN(C)Cc1ccc(C(=O)Nc2nc(C)n(C)n2)cc1 | -10
COc1ccc(NS(=O)(=O)c2ccc(Br)cc2F)cn1 | -9
CC1(C)ON=C(c2ccc3c(c2)OCO3)NC1=O | 1
Cc1ccsc1CN(C)C(=O)c1cc(CC(C)C)nc(N)n1 | -9
CN(C)C=Nc1sc2c(c1-c1nc3ccccc3s1)CCCC2 | 4
Cc1cnn(Cc2ccc(NC(=O)NCC3CCCC3O)cc2)c1 (stereo unspecified) | -5
Cc1nc(CCC(=O)N2CCc3c(nc(N(C)C)nc3N(C)C)C2)n[nH]1 | 15
NC(=O)c1c(NC(=O)CSc2ncnc3sc4c(c23)CCC4)sc2c1CCCC2 | -12
O=C(NCCCc1ccccc1)C(=O)NCCC1CCCCN1S(=O)(=O)c1ccc(Cl)cc1 (stereo unspecified) | -1
O=C1CCCC2=Nc3ccccc3SC12 (stereo unspecified) | -5
CCc1nc(C)sc1CNC(=O)Cc1c[nH]c(=O)n(C)c1=O | 12
O=C(c1ccccc1)N1CCC(NCCN2CCc3ccccc32)CC1 | -7
CCN1CCN(c2cc3c(cc2F)c(=O)c(C(=O)O)cn3C2CC2)CC1 | -10
COc1ccc(CC(=O)N2CCOC(c3ccccc3)C2)c(OC)c1OC (stereo unspecified) | 0
CC(C)(C)NCc1cc(Br)ccc1OCc1cccs1 | -4
Cc1ccsc1CN1CCOc2ccc(C(O)Cc3ccccc3)cc2C1 (stereo unspecified) | -11
Nc1nnc(-c2ccc(O)cc2)s1 | -9
c1cncc(COC2CCCN(Cc3ccc4nsnc4c3)C2)c1 (stereo unspecified) | 5
COc1ccc(Cl)cc1C(=O)Nn1cnc2c(cnn2-c2ccc(F)cc2)c1=O | -7
COC(=O)Cn1ncc(N2CC3(C)CC2CC(C)(C)C3)c(Cl)c1=O (stereo unspecified) | -10
N#Cc1c(N)nc2c(c1-c1ccco1)CCCCC2 | 8
COCc1ccc(C(=O)NCc2cccnc2N(C)C2CCCCC2)o1 | -6
CC(=O)C1=C(c2ccc(C(C)(C)C)cc2)N(C(C)=O)n2c(C)nnc2S1 | -5
CC(C)c1ccc(/C=C(\C#N)C(=O)Nc2cccc(Br)c2)cc1 | -6
Cc1cc(=O)oc2cc(CN3CCC(N4CCSCC4)CC3)ccc12 | -31
CN1OCC(S(=O)(=O)NCCCN2CCCC2=O)C1c1ccc(F)c(Cl)c1 (stereo unspecified) | -8
Clc1ccc(-c2cnnc(N3CCC(OCc4ccccn4)CC3)n2)cc1 | -9
Cc1cc(-c2ccc(-c3ccn[nH]3)cc2)cnc1-n1cnnc1 | -13
O=C1NC2=C(C(=O)N(CCO)C2)C(c2ccc(O)cc2)N1 (stereo unspecified) | -14
Cc1onc(-c2c(Cl)cccc2Cl)c1COC(=O)CN1CCCc2c1[nH]c1ccccc21 | -3
CC(C)NC(=O)C1CCCC(NCc2ccccc2-n2cccn2)C1 (stereo unspecified) | -15
CN(C)CCCN(C)C(=O)C1CC(=O)N(c2ccccc2)C1 (stereo unspecified) | -2
COc1ccc(NC(=Nc2nc(C)cc(C)n2)NC(=O)c2ccc(F)cc2)cc1 | -6
c1ccc(Cc2n[nH]c(COc3ccc(-n4cnnn4)cc3)n2)cc1 | -23
Clc1nc(NCCN2CCOCC2)nc(Nc2ccc(I)cc2)n1 | 3

Source: PubChem (Fisher Drug Discovery Resource Center)

This is a subset; the hit share may differ from the screen's.
